Screens (PubChem)
SR-BI DiI inh – inhibitors of SR-BI mediated HDL lipid uptake, primary screen, ldlA[mSR-BI] cells, fluorescence, single point; Scavenger receptor class B member 1 (Mus musculus), Q61009; ldlA[mSR-BI] CHO cells, DiI-HDL uptake fluorescence, 3 h; inhibition, % at 12.5 µM; hit rate 0.96% among 320,000; AID 488896, 2010;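 active = mean replicate inhibition of at least 70% and a set share of replicates each scoring 70 or more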;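 also: 0% = median of neutral control wells and 100% = median of positive control wells; values of inactives mirror those of a sister screen read the other way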
PvdQ acylase – P. aeruginosa PvdQ acylase inhibitors, primary screen, biochemical, fluorescence, plate reader and imaging, single point; PvdQ acylase [Pseudomonas aeruginosa LESB58]; purified PvdQ acylase; inhibition, % at 10 µM; hit rate 0.063% among 340,000; in the data active = inhibition above about 30%, passing the limit was not always enough;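 also: 0% = vehicle neutral wells and 100% = reference inhibitor wells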
RTF Ca sens act – cardiac RTF calcium sensitivity activators, primary screen, biochemical, IANBD-TnC fluorescence, EC20 calcium | activation, % at 7.2 µM | IANBD-labeled TnC RTF fluorescence at EC20 calcium; 0% EC20 calcium, 100% full calcium | Troponin I, cardiac muscle (Homo sapiens) + Troponin T, cardiac muscle (Homo sapiens) + … | hit rate 0.24% among 340,000;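 active = activation above the mean over all tested compounds plus 3 SD, cut at about 30% in these data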;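 also: rise in fluorescence read as greater calcium sensitivity of cardiac thin filaments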
CDK5 p35 inh – inhibitors of human CDK5/p35 kinase, primary screen, biochemical, single concentration; Recombinant CDK5/p35, ADP-Glo luminescence, 60 min; inhibition, % at 10 µM; hit rate 0.01% among 330,000; AID 488839, 2010;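 active = highest replicate inhibition of at least 50% and at least 75% of replicates reaching 50%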;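 also: plate controls were DMSO neutral control for no effect and GW8510 at 10 µM for full effect; many of its hits are not listed in these tables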
Target sequence (Q00535 whole entry, looked up): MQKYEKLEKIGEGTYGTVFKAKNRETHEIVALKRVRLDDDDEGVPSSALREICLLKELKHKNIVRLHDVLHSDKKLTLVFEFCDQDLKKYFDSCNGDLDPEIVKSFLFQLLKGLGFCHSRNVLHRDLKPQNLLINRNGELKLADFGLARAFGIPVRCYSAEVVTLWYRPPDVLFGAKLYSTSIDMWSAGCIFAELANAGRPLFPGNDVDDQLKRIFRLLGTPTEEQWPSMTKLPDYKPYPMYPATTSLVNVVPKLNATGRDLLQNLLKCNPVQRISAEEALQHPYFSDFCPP
Target sequence (Q15078 whole entry, looked up): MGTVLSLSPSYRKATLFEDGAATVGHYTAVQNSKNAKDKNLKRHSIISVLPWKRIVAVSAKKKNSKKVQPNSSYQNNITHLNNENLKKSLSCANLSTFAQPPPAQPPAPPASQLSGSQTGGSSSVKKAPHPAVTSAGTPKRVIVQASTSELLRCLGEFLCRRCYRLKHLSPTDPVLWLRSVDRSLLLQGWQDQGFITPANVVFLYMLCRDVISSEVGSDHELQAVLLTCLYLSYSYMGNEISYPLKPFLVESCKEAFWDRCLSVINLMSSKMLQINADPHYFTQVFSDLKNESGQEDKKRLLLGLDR
HTR5A ag – HTR5A agonists in luminescence cell assay, primary screen, counter-screen for OPRM1-OPRD1 heterodimer agonist project, full-deck HTS | hit rate 0.61% among 340,000 | activation, % at 9.3 µM | cell-based | AID 504692, 2011 | 5-hydroxytryptamine receptor 5A (Homo sapiens), P47898; in the data active = activation mostly above about 9.5%, no sharp cut-off; inactive = mostly below about 7.6%;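 also: 0% = cells with vehicle only and 100% = reference agonist; strong numbers were not always called active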
SR-BI uptake up – activators of SR-BI mediated DiI-HDL uptake, primary screen, ldlA[mSR-BI] CHO cells, DiI fluorescence; 3 h; 100 = double the neutral-control signal; activation, % at 12.5 µM; hit rate 0.096% among 320,000; AID 504775, 2011;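 active = mean replicate activation of at least 60% and every replicate at or above 60%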;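 also: 0% = median plate neutral-control signal and 100% = twice that signal; values of inactives mirror those of a sister screen read the other way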
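system = CHO ldlA[mSR-BI] cells, LDL receptor-null, SR-BI overexpressing | medium = Ham's F12 with 0.5% BSA, HEPES 25 mM, pH 7.4 | probe or stimulus = DiI-HDL 10 µg/mL | compound dosing = single-point compound dose | incubation = compound exposure 3 h, 37 °C | technique = DiI fluorescence, bottom read | read-out = cell-associated DiI fluorescence as measure of HDL uptake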
Wnt act – Wnt/beta-catenin pathway activators, primary screen, cell-based, plate reader, single point. hit rate 1.2% among 300,000. activation, % at 9.35 µM. Wnt/beta-catenin reporter cell assay, activator; in the data active = activation above about 30%, passing the limit was not always enough;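 also: 0% = neutral control wells and 100% = positive control wells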
dFosB act – activators of delta FosB homodimer, primary screen, biochemical, fluorescence polarization, TAMRA-CDK5 oligo, single point | Protein FosB (Mus musculus), P13346 | AID 493131, 2011 | activation, % at 25 µM | purified delta FosB; percent of positive-control signal above neutral wells | hit rate 0.99% among 340,000;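 active = mean activation above about 17%, with every replicate also reaching it, limit read from the data, passing the limit was not always enough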;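 also: fluorescence polarization rise as delta FosB binds a TAMRA Cdk5 AP-1 oligo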
Target sequence (P13346 whole entry, looked up): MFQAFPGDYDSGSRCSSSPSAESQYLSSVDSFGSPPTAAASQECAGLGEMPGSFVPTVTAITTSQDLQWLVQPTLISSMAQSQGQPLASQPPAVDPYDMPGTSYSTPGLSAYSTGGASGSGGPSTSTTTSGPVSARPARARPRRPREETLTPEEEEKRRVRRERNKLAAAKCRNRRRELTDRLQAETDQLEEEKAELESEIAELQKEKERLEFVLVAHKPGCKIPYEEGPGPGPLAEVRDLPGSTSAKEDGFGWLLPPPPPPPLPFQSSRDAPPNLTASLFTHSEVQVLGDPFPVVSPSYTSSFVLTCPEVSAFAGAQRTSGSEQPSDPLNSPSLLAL
Rtt109 Vps75 – inhibitors of C. albicans Rtt109/Vps75 HAT, primary screen, biochemical, ThioGlo CoA-SH fluorescence, plate reader. Histone acetyltransferase RTT109 (Candida albicans (strain SC5314 / ATCC MYA-2876)), …. purified Rtt109/Vps75, 4 h. inhibition, % at 34.9 µM. hit rate 0.16% among 330,000;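 active = inhibition of at least 50% in every replicate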
MITF act – activators of MITF-driven TRPM1 promoter reporter, primary screen, cell-based, SK-MEL-5, luciferase, single point; SK-MEL-5 TRPM1-promoter luciferase, 24 h; % of positive control, neutral wells = 0; AID 588334, 2011; activation, % at 12.5 µM; hit rate 0.75% among 300,000;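 active = mean activation of at least 80% with every replicate also reaching 80%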;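 also: 0% = neutral control wells and 100% = parthenolide positive control wells; values of inactives mirror those of a sister screen read the other way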
* = called active by the depositor; . = not tested or not shown; & = joins results of further samples.

Below each compound: SR-BI DiI inh | PvdQ acylase | RTF Ca sens act | CDK5 p35 inh | HTR5A ag | SR-BI uptake up | Wnt act | dFosB act | Rtt109 Vps75 | MITF act
1. Cc1ccc2ccccc2c1NC(=O)c1ccco1
 : -25 | -6 | 3 | -0.7 | 5 | 25 | -1 | -3 | -1 | -1
2. O=C(Nc1ccc2c(c1)OCO2)c1cncc(Br)c1
 : 13 | -2 | -2 | 0.5 | 0 | -13 | . | 0 | -9 | 6
3. COc1ccccc1C1CC(c2ccc(C)cc2)Nc2ncnn21 (stereo not drawn)
 : -20 | -14 | -6 | 1.9 | -4 | 20 | 0 | -1 | 2 | 5
4. O=C(CCn1cccc1)NC1CCCc2ccccc21 (stereo not drawn)
 : -9 | -7 | -3 | 1.0 | -2 | 9 | . | 2 | 11 | 13
5. O=C(NCc1ccncc1)Nc1cccc([N+](=O)[O-])c1
 : -1 | -10 | -4 | -1.4 | 4 | 1 | 0 | 0 | 0 | 6
6. Cc1ccccc1NCN1C(=O)C2CCC(C)(C1=O)C2(C)C (stereo not drawn)
 : 8 | -13 | -2 | 2.1 | 1 | -8 | 1 | -3 | 0 | 6
7. Cc1nnc(NC(=O)CSc2nc3[nH]ncc3c(=O)[nH]2)s1
 : -12 | -1 | 0 | 0.0 | -6 | 12 | -1 | 1 | 7 | -1
8. COc1ccc(S(=O)(=O)N2CCN(C(=O)c3cc(-c4ccc(C)cc4)n[nH]3)CC2)cc1
 : 11 | -27 | 10 | -6.3 | -2 | -11 | -2 | 0 | -2 | .
9. CCOC(=O)CNc1c(-c2ccc(Cl)cc2)nc2cnccn12
 : -1 | -22 | 3 | -6.6 | -9 | 1 | . | 1 | 2 | 2
10. Oc1ccc(C[C@H]2CNC(=S)N2CC2CCCN2C[C@H](Cc2ccc(O)cc2)N2C[C@H](Cc3ccccc3)N(CC3CCCCCC3)C2=S)cc1 (stereo partly drawn)
 : -68 | 10 | 0 | 0.8 | 6 | 68* | -4 | 72* | 3 | -20
11. O=C(COC(=O)c1ncc(Cl)c(Cl)c1Cl)NC1CCS(=O)(=O)C1 (stereo not drawn)
 : -12 | -5 | 7 | -3.4 | -2 | 12 | 0 | 1 | -17 | -5
12. COC(=O)CSc1n[nH]c(-c2ccncc2)n1
 : 0 | -2 | -3 | 0.3 | 0 | 0 | . | 1 | -3 | .
13. CCOC(=O)c1noc(C)c1C(=O)Nc1cccc(F)c1
 : -16 | -15 | 5 | 0.5 | -4 | 16 | -2 | 4 | 4 | 5
14. O=C(CCc1ccccc1)N/N=C/c1cc(Br)ccc1O
 : 24 | 0 | 2 | -1.3 | -3 | -24 | 0 | -1 | -20 | -29
15. CCCCN1CN=C(Nc2nc3ccccc3o2)NC1
 : -34 | -11 | 6 | -4.2 | -3 | 34 | . | -11 | -3 | 21
16. O=C1c2ccccc2-c2nc3ccccc3n21
 : -5&-8 | 3&-23 | 9&6 | -1.1&0.5 | -6&0 | 5&8 | 18 | -5&-5 | 2&1 | -9&-8
17. C=C(C)C(=O)Nc1cccc(C2=NOC3(C2)C[C@H](C(N)=O)N(C(=O)CC)C3)c1 (stereo partly drawn)
 : -14 | -18 | 1 | -3.3 | -1 | 14 | . | -20 | -4 | 0
18. N/C(=N\N=C\c1ccc(O)c(O)c1)c1nonc1N
 : . | -5 | 4 | 0.2 | 0 | . | -1 | 3 | -6 | 61
19. CC(C)(C)c1ccc(C(=O)NNC(=S)NCC2CCCO2)cc1 (stereo not drawn)
 : -11 | -13 | -3 | 3.3 | 1 | 11 | 4 | -8 | 1 | 13
20. CN(C)C(CNC(=O)CSc1nc2ccccc2c(=O)n1Cc1ccco1)c1ccccc1 (stereo not drawn)
 : -25 | -16 | 16 | 0.4 | -5 | 25 | 1 | -8 | -6 | -12

Reformatted field by field: four of the compounds above.
2) O=C(Nc1ccc2c(c1)OCO2)c1cncc(Br)c1
  SR-BI DiI inh = 13; PvdQ acylase = -2; RTF Ca sens act = -2; CDK5 p35 inh = 0.5; HTR5A ag = 0; SR-BI uptake up = -13; Wnt act = .; dFosB act = 0; Rtt109 Vps75 = -9; MITF act = 6
3) COc1ccccc1C1CC(c2ccc(C)cc2)Nc2ncnn21 (stereo not drawn)
  SR-BI DiI inh = -20; PvdQ acylase = -14; RTF Ca sens act = -6; CDK5 p35 inh = 1.9; HTR5A ag = -4; SR-BI uptake up = 20; Wnt act = 0; dFosB act = -1; Rtt109 Vps75 = 2; MITF act = 5
4) O=C(CCn1cccc1)NC1CCCc2ccccc21 (stereo not drawn)
  SR-BI DiI inh = -9; PvdQ acylase = -7; RTF Ca sens act = -3; CDK5 p35 inh = 1.0; HTR5A ag = -2; SR-BI uptake up = 9; Wnt act = .; dFosB act = 2; Rtt109 Vps75 = 11; MITF act = 13
5) O=C(NCc1ccncc1)Nc1cccc([N+](=O)[O-])c1
  SR-BI DiI inh = -1; PvdQ acylase = -10; RTF Ca sens act = -4; CDK5 p35 inh = -1.4; HTR5A ag = 4; SR-BI uptake up = 1; Wnt act = 0; dFosB act = 0; Rtt109 Vps75 = 0; MITF act = 6

Looked up by compound from above, two records:
Below each compound: SR-BI DiI inh | PvdQ acylase | RTF Ca sens act | CDK5 p35 inh | HTR5A ag | SR-BI uptake up | Wnt act | dFosB act | Rtt109 Vps75 | MITF act
3. COc1ccccc1C1CC(c2ccc(C)cc2)Nc2ncnn21 (stereo not drawn)
 : -20 | -14 | -6 | 1.9 | -4 | 20 | 0 | -1 | 2 | 5
1. Cc1ccc2ccccc2c1NC(=O)c1ccco1
 : -25 | -6 | 3 | -0.7 | 5 | 25 | -1 | -3 | -1 | -1

New compounds follow:
Below each compound: SR-BI DiI inh | PvdQ acylase | RTF Ca sens act | CDK5 p35 inh | HTR5A ag | SR-BI uptake up | Wnt act | dFosB act | Rtt109 Vps75 | MITF act
21. Cc1cc(C(=O)N2CCCC(C(=O)c3cc(F)ccc3F)C2)c(C)o1 (stereo not drawn)
 : . | -2 | -4 | -0.3 | 6 | . | 1 | -11 | 3 | 11
22. CC(=O)Nc1nnc(-c2c(-c3c(Cl)cccc3Cl)noc2C)o1
 : -19 | 4 | -1 | 0.4 | -3 | 19 | -2 | -2 | -11 | -3
23. Cc1ccc(/C=C/C(=O)N2CCCC(C(N)=O)C2)o1 (stereo not drawn)
 : . | -4 | -5 | -0.2 | 0 | . | 1 | 4 | -8 | -3
24. CCOC(=O)N1CCN(CCC(=O)Nc2ccc(F)c(F)c2)CC1
 : -14 | -18 | 2 | -1.3 | -1 | 14 | -4 | 2 | -7 | -8
25. O=C(Cn1ncc2ccccc21)N1CCc2ccccc21
 : -9 | -19 | 2 | -2.0 | -1 | 9 | 0 | 3 | 13 | -7
26. CCc1ccccc1NC(=S)N1CCN(c2ccccn2)CC1
 : -10 | -6 | 3 | -0.4 | 2 | 10 | 3 | 4 | -2 | -2
27. CN1CCCN(C(=O)/C=C/c2ccc(Cl)cc2Cl)CC1
 : -8 | -10 | 1 | -2.4 | 3 | 8 | 18 | -7 | -5 | 23
28. CC(=O)Nc1ccc(S(=O)(=O)N2CCC(C(=O)NCc3ccco3)CC2)cc1
 : -6 | -3 | 6 | -0.3 | -4 | 6 | 1 | -2 | 11 | 5
29. COc1cccc(CN(C)C(=O)c2cc(COc3ccc(-n4cncn4)cc3)on2)c1
 : 22 | -5 | 2 | 0.6 | 1 | -22 | -1 | -16 | 3 | -5
30. CS(=O)(=O)N1CCN(c2cccc(Cl)n2)CC1
 : -12 | 1 | -8 | -1.0 | -2 | 12 | . | -4 | -3 | -8
31. COc1cc(NC(=O)C2CC(c3cccc(Br)c3)=NO2)cc(OC)c1OC (stereo not drawn)
 : 4 | -17 | 2 | -4.6 | -3 | -4 | -1 | -2 | 5 | -6
32. C=CCn1c(SCC(=O)NC2CCS(=O)(=O)C2)nnc1-c1ccc(Cl)cc1 (stereo not drawn)
 : -21 | 1 | -1 | 0.0 | -2 | 21 | -1 | -3 | -7 | 7
33. Cc1nc(N2CCOCC2)nc2c1CCC2
 : -20 | -17 | 2 | -1.0 | -3 | 20 | 18 | -3 | -4 | -3
34. O=C(CN1CCCN(S(=O)(=O)c2ccc(F)cc2)CC1)Nc1ccccc1Br
 : 15 | -13 | 6 | -1.1 | 1 | -15 | -13 | -1 | 0 | -4
35. CC(C)(O)CC[C@H](OC(=O)c1ccccc1)[C@](C)(O)[C@H]1CC[C@@]2(O)C3=CC(=O)[C@@H]4C[C@@H](O)[C@H](O)C[C@]4(C)C3CC[C@]12C (stereo partly drawn)
 : -21 | -2 | -2 | -0.3 | -3 | 21 | -1 | -7 | . | 6
36. COc1ccc(OCc2nn3c(-c4ccccn4)nnc3s2)cc1
 : 0 | 8 | -7 | -0.8 | 1 | 0 | . | -4 | 15 | 8
37. CC(Sc1nnc(COc2ccccc2)n1-c1ccccc1)C(=O)O (stereo not drawn)
 : 7 | -23 | 0 | 0.4 | 2 | -7 | 0 | 2 | -3 | -1
38. COc1ccccc1N1CCN(C(=O)c2ccc(NC(C)=O)cc2)CC1
 : 7 | -7 | 3 | -1.8 | 2 | -7 | -2 | -3 | -3 | 11
39. Cc1ccccc1OCC(=O)N(CC(C)C)c1c(N)n(CC(C)C)c(=O)[nH]c1=O
 : . | -4 | -2 | -0.2 | 2 | . | 1 | -1 | 7 | 4
40. C/C=C/Cn1cccc(C(=O)Nc2ccc(OC)cc2)c1=O
 : -11 | 0 | 6 | 2.1 | -2 | 11 | -1 | -4 | -4 | 9
41. Cc1ccc(C)c(NC(=O)c2cc[n+](C)cc2)c1
 : 22 | -1 | 4 | 0.7 | -3 | -22 | -1 | 3 | -3 | .
42. Cn1cnc2nc(Cl)nc(Cl)c21
 : -8 | -8 | 8 | -7.8 | -5 | 8 | -11 | -3 | -6 | -16
43. O=C(Nc1ccccc1)N1CC=C(c2ccc(F)cc2)CC1
 : 10 | -1 | -6 | -0.7 | 2 | -10 | . | -7 | 9 | 103*
44. COc1ccccc1C(O)Cc1nc2ccccc2n1C (stereo not drawn)
 : -8 | -11 | -3 | -1.1 | -4 | 8 | . | -4 | 3 | 68
45. CN(Cc1ccc(F)cc1)C(=O)C(c1ccccc1)c1ccccc1
 : . | 3 | -4 | 0.6 | -3 | . | -1 | -4 | 12 | 1
46. O=C1NNC(c2ccccc2)=N/C1=C\c1ccco1
 : -25 | -4 | -2 | -0.1 | 2 | 25 | -1 | -4 | 23 | .
